# Compound activity as filed in PubChem.
# Tau ThT inhib – qHTS for Inhibitors of Tau Fibril Formation, Thioflavin T Binding; Microtubule-associated protein tau (Homo sapiens), P10636; recombinant tau K18 P301L, heparin-induced fibrillization, ThT fluorescence; Potency, µM (doses to about 57.4 µM), without a hit: top-dose activity, negative = inhibition, usual class: inhibitors; actives 2.1% (n = 270,000); also: % is scaled to controls: 0 for no effect and ±100 for the full control effect; nearly all actives have a fitted effect of over 55% in size
# Target sequence (P10636 561-689 P618L limits assumed): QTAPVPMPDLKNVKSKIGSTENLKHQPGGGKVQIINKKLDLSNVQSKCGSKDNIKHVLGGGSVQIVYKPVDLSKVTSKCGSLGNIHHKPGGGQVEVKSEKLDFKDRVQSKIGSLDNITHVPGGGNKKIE
#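 Aggregation was driven by heparin (20 uM final) acting on recombinant tau […] bearing P301L in 100 mM sodium acetate pH 7; fibrils were detected with Thioflavin T.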
# HTT ATP protect – qHTS Multiplex Assay to Identify Dual Action Probes in a Cell Model of Huntington: Cytoprotection (ATP) | actives 0.14% (n = 230,000) | AID 1471, 2008 | PC12 HTT-Q103 induced, cytoprotection, ATP luminescence, 40 h | Potency, µM (titrated, usually from 56.4 µM), inactives show cytoprotection (ATP increase), hits mostly activators;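 also: % of control where 0% means no effect; nearly all actives have a fitted effect of over 45% in size; toxic huntingtin expression switched on by the ecdysone agonist tebufenozide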
#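 ATP quantification (ATPlite) reports survival of PC12 cells in which tebufenozide, 100 nM final, switches on Htt exon 1 with 103 glutamines linked to GFP; compounds are titrated.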
# TR SRC2 fluor cs – Total Fluorescence Counterscreen for Inhibitors of the Interaction of Thyroid Hormone Receptor and Steroid Receptor Coregulator 2; TRb/SRC2 Texas Red total fluorescence interference; Potency, µM (highest dose often 106 µM), for the others: at the top dose fluorescence change, negative = quenching; actives 0.29% (n = 280,000); AID 1479, 2009; active = well fitted curve in either direction with a large enough effect; inconclusive = small, poorly fitted or top-dose-only effect; also: % is scaled to controls: 0 for no effect and ±100 for the full control effect
#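 Human TRβ ligand-binding domain (0.6 uM) and Texas Red SRC2 peptide (20 nM) in Tris buffer with 1 uM T3 and 5% DMSO were incubated with pinned compound for 5 hr at ambient temperature. Total fluorescence was computed as S + 2P (555/632 nm).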
# Tau fluor cs – Counterscreen qHTS for Inhibitors of Tau Fibril Formation, Fluorescence Polarization. tau K18 P301L (four-repeat tau fragment) Alexa594 fluorescence, heparin fibrillization. Potency, µM (titrated, usually from 57.7 µM), for inactives: at the top dose activity change, negative = decrease. actives 0.93% (n = 280,000); also: % is scaled to controls: 0 for no effect and ±100 for the full control effect; nearly all actives have a fitted effect of over 55% in size
#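 Human K18 P301L tau (15 uM unlabeled plus 0.24 uM Alexa 594-labeled, final) in 100 mM sodium acetate pH 7 was mixed with compound and 20 uM heparin and incubated 6 hr at 37 C.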
# L3MBTL1 block – qHTS Assay for the Inhibitors of L3MBTL1; Lethal(3)malignant brain tumor-like protein 1 (Homo sapiens), Q9Y468; AlphaScreen L3MBTL1–H3K9me1 peptide binding; Potency, µM (titrated, usually from 57.1 µM), for the others: at the highest dose activity, negative = inhibition, hits mostly inhibitors; actives 0.66% (n = 230,000); also: % is scaled to controls: 0 for no effect and ±100 for the full control effect; nearly all actives have a fitted effect of over 60% in size
#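 AlphaScreen assay: L3MBTL1 (50 nM final) was preincubated 30 min at room temperature with biotinylated H3(1-15)K9me1 peptide (75 nM final), then 30 min with library compounds; streptavidin donor and nickel chelate acceptor beads (10 ug/mL final) added, 30 min dark.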
# Tau fibril FP – qHTS for Inhibitors of Tau Fibril Formation, Fluorescence Polarization | Microtubule-associated protein tau (Homo sapiens), P10636 | K18 P301L tau heparin fibrillization, Alexa594 FP, 6 h | actives 0.39% (n = 280,000) | Potency, µM (doses to about 57.7 µM), for the others: at the top dose activity, negative = inhibition, most hits filed as inhibitors; also: % is scaled to controls: 0 for no effect and ±100 for the full control effect; nearly all actives have a fitted effect of over 55% in size
#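 Steps: dispense K18 P301L tau (15 uM plus 0.24 uM Alexa 594 tracer, final) in pH 7 sodium acetate; add compound; add heparin (20 uM final); incubate 6 hr, 37 C; add ThT (30 uM final); after 1 hr ambient, read FP.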
# TRb SRC2 PPI – qHTS for Inhibitors of the Interaction of Thyroid Hormone Receptor and Steroid Receptor Coregulator 2. Potency, µM (series often up to 106 µM), for inactives: at the top dose activity change, negative = inhibition, hits mostly inhibitors. Thyroid hormone receptor beta (Homo sapiens), P10828. TRbeta-SRC2 peptide binding, fluorescence polarization; receptor liganded with 1 µM T3. actives 0.065% (n = 280,000);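 also: plate controls were bound peptide for no effect and peptide without receptor for full effect; nearly all actives have a fitted effect of over 50% in size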
#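 Quantitative HTS by FP: 0.6 uM TRb LBD, 20 nM labeled SRC2 20-mer, 1 uM T3, 5% DMSO; 5 hr ambient incubation; % activity per concentration and potencies from concentration series.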
# RECQ1 inh – qHTS Assay for Inhibitors of RecQ-Like Dna Helicase 1 (RECQ1); ATP-dependent DNA helicase Q1 (Homo sapiens), P46063; Potency, µM (doses to about 57.3 µM), for the others: at the top dose activity, negative = inhibition, usual class: inhibitors; AID 2549, 2010; RECQ1 DNA unwinding, red fluorescence kinetic read; actives 0.54% (n = 240,000);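 also: plate controls were vehicle for no effect and no enzyme for full effect; nearly all actives have a fitted effect of over 30% in size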
# Target sequence (P46063 whole entry, looked up): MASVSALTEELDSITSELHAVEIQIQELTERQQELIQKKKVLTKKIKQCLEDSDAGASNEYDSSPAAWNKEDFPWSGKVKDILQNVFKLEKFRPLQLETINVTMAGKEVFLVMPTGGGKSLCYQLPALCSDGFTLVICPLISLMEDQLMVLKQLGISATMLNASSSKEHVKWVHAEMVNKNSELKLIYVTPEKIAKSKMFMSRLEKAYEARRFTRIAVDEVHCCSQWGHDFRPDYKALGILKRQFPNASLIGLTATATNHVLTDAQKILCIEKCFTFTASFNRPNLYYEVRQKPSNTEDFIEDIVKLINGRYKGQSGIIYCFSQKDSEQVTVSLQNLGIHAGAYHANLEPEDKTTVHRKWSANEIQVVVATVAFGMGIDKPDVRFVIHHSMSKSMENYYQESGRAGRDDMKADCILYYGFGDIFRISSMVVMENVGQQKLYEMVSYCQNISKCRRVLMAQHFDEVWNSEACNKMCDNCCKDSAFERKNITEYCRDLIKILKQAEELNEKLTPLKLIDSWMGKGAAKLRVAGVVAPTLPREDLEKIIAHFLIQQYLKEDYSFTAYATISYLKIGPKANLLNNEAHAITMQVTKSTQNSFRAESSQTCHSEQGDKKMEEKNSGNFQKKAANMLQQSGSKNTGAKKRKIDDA
#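 50 nM RECQ1T1 preincubated 15 min with compound in Tris pH 8.0 buffer with MgCl2, DTT, Tween-20 and 2.5 ug/ml poly(dI-dC); started with 200 nM TAMRA/BHQ-2 forked duplex and 2 mM ATP. Unwinding read as fluorescence (525/598 nm), two reads 2 h apart.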
# * hit, by the source's call; i = inactive; ? = inconclusive; · = no result given; [ ] = dose if it differs, or a comment. Unless noted, calls follow the shape of the dose curve; as a rule, active = well fitted curve in the direction sought with a large enough effect; inconclusive = small, poorly fitted or top-dose-only effect, or another doubt; inactive = no such curve, though single readings can be large; an effect the other way counts as inactive or inconclusive. Potency is read from the fitted curve at half-maximal effect.
SMILES,Tau ThT inhib,HTT ATP protect,TR SRC2 fluor cs,Tau fluor cs,L3MBTL1 block,Tau fibril FP,TRb SRC2 PPI,RECQ1 inh
CC1=NN(C(N)=S)C(=O)C1N=Nc1ccc(O)cc1 (configuration not stated),13µM*,14%[10 µM],-7%,-17%,-5%,-10%,-5%,7%
COc1ccc(CC2(CO)CCN(Cc3ccc(NC(C)=O)cc3)CC2)cc1,-13%,-68%[inhibitor],-5%,-1%,-4%,0%,-2%,0%
CCN1C(=S)SC(=O)C1=C1C=C(C)N(CCOC)C(C)=C1,?,-34%,2%,-16%,3%,-8%,0%,-4%
CC1CC(C)CN(c2ncnc3c2cnn3-c2ccc(Cl)cc2)C1 (configuration not stated),-8%,-1%[10 µM],-7%,-8%,-11%,4%,2%,8%
N#Cc1ccc(OCC(=O)N2CCN(S(=O)(=O)c3cccs3)CC2)cc1,3%,13%[10 µM],0%,-1%,-2%,-3%,6%,-3%
COc1cc(/C=C/C(=O)OCC(=O)NC(=O)NC(C)C)cc(S(=O)(=O)N2CCc3ccccc32)c1OC,-7%,-31%[inhibitor],0%,-23%,-12%,-3%,3%,-11%
CC(C)CC(COCc1ccc([N+](=O)[O-])cc1)N1CCN(C(=O)c2ccc(C(F)(F)F)cc2)CCC1=O (configuration not stated),-2%,·,-1%,-8%,-14%,0%,9%,-5%
Cc1ccc(-c2csc(NC(=S)NC(=O)c3cc4ccccc4o3)n2)cc1,-5%,·,-12%,-4%,7%,-1%,-7%,1%
C[C@@H](CN(C)C)CN1c2ccccc2CCc2ccccc21,·,-14%[40.3 µM],-3%[53 µM],·,·,·,1%[53 µM],i
CC12CN3CC(C)(CN(C1)C3c1ccc([N+](=O)[O-])o1)C2=O (configuration not stated),-4%,13%[10 µM],-3%,-8%,12%,-3%,6%,8%
CC1(C)CC(NC(=O)c2sc3cc(Cl)ccc3c2Cl)CC(C)(C)N1,-6%,-16%[10 µM],0%,-7%,2%,-6%,-5%,i
CCOC(=O)c1sc(=NC(=O)c2ccc(C)cc2)n(C)c1C,-12%,-78%[inhibitor],-3%,-5%,-17%,?,4%,i
O=C(Nc1ccc(Br)cc1F)C(NS(=O)(=O)c1cccc2nsnc12)c1ccccc1 (configuration not stated),?,·,0%,?,·,?,-11%,·
COc1ccc(S(=O)(=O)N2CCOCC2)cc1NC(=O)Cn1nnc2ccccc2c1=O,11%,-45%[inhibitor],-1%,3%,-3%,3%,-10%,3%
O=C(NCCc1ccccc1)C(=O)N/N=C/c1ccc2c(c1)OCO2,-10%,-42%[inhibitor],0%,1%,-4%,-2%,6%,-4%
O=c1[nH]c2cc3c(cc2cc1CN(Cc1ccccc1)Cc1nnnn1Cc1ccco1)OCCO3,?,-56%[inhibitor],-5%,-21%,?,-5%,-1%,?
CSc1nc(O)c(C2OC(=O)c3ccccc32)c(=O)[nH]1 (configuration not stated),-14%,16%,-4%,-1%,-2%,-5%,-4%,-2%
CC(=O)Nc1ccc(-c2cc(-c3ccccc3)nc(-c3ccccc3)n2)cc1,10%,22%[10 µM],-1%,?,-4%,3.5µM*,5%,1%
CC(=O)Nc1ccccc1N(CC(O)Cn1c2ccccc2c2ccccc21)S(=O)(=O)c1ccc(C)cc1 (configuration not stated),-2%,7%[10 µM],1%,-30%,-13%,-8%,6%,-14%
CS(=O)(=O)N1CCCC(C(=O)N2CCOCC2)C1 (configuration not stated),0%,10%[10 µM],1%,5%,2%,-1%,-9%,-5%
Cc1ccc2nc(C)c(C(=O)O)cc2c1,10%,-35%,-1%,-4%,·,-11%,-7%,3%
COc1ccc(NCc2cc3cc(OC)ccc3[nH]c2=O)cc1,7.9µM*,-20%,-5%,-25%,-10%,-4%,5%,i
O=C(CC1(O)C(=O)Nc2ccccc21)c1ccc(-n2cnnn2)cc1 (configuration not stated),?,-2%,0%,-12%,21%,3%,3%,-4%
COc1ccccc1NC(=O)Nc1ccnn1C1CCCCC1,-13%,-9%[0.074 µM],0%,-12%,2%,-4%,9%,-8%
COc1ccc(-c2csc(NC(=S)NC(=O)c3ccccc3)n2)cc1Br,·,-22%[10 µM],4%,-7%,·,-19%,0%,0%
# Additional entries follow.
SMILES,Tau ThT inhib,HTT ATP protect,TR SRC2 fluor cs,Tau fluor cs,L3MBTL1 block,Tau fibril FP,TRb SRC2 PPI,RECQ1 inh
COc1ccc(NC(=O)CCCN2C(=O)CCn3nc(-c4cn(C)c5ccccc45)cc32)cc1,?,·,-7%,-28%,·,4%,1%,·
COc1ccc(CNC(=O)CCn2nc(C)c3c(C)n(-c4ccccc4)nc3c2=O)cc1OC,?,·,-1%,13%,·,7%,-15%,·
Cc1nonc1NC(=O)CSc1nc(CCC2CCCC2)nc2ccccc12,?,-13%[10 µM],-1%,-30%,·,?,-1%,i
COc1nn(CC(=O)N2N=C(C)CC2(O)C(F)(F)F)cc1[N+](=O)[O-] (configuration not stated),3%,1%[10 µM],-2%,0%,21%[11.4 µM],8%,10%,-1%
Cn1cccc1CC(=O)N/N=C/c1cc([N+](=O)[O-])ccc1Cl,?,-9%[10 µM],-6%,-20%,?,8%,2%,-10%
Cc1nc2c(-c3ccc(F)cc3)c(C)nn2c(C)c1CCC(=O)Nc1ccccc1F,-3%,-8%[10 µM],-1%,-9%,·,-7%,2%,i
COCCN(C(=O)CSc1nnc(-c2cccc(OC)c2)n1C)c1c(N)n(Cc2ccccc2)c(=O)[nH]c1=O,12%,-30%,1%,16%,-16%,9%,3%,-8%
CCOC(=O)N1CCN(C(=O)/C=C/c2ccc3c(c2)OCO3)CC1,-7%,-8%[10 µM],-1%,9%,1%,2%,10%,-7%
C=CCOc1ccc(/C=N/NC(C)=O)cc1OCC,5%,-22%[10 µM],-2%,15%,17%,4%,1%,i
Cc1ccc(NC(=O)c2ccc(NC(=O)N3CCSc4ncccc43)cc2)c(Cl)c1,-2%,·,-2%,-21%,·,-6%,-2%,·
COc1ccccc1C(=O)n1nc(-c2ccccc2)nc1NCc1ccco1,-10%,-5%[0.074 µM],-1%,-26%,-15%,-7%,-3%,-4%
Cc1ccc(CNC(=O)CSc2cc(C)[nH]c(=O)n2)cc1,-12%,·,1%,-1%,·,-4%,-3%,·
COc1nc(-c2ccccc2)cc(-c2ccccc2)n1,?,-20%,-2%,-17%,·,-5%,-19%,10%
C=CC(C1=CC(=O)C=CC1=O)c1ccc(O)cc1 (configuration not stated),28µM*,15%,0%,?,·,?,-5%,-16%
CCCCCc1ccc(C(=O)CCCC)c(=S)[nH]1,?,-147%[inhibitor],-1%,-12%,·,1%,15%,-7%
COC(=O)c1ccc(OC(=O)c2cccnc2)cc1,-11%,30%[0.074 µM],2%,2%,6%,-6%,-8%,-5%

# Shown with two lines to a compound: entries from further up
# Order of values – Tau ThT inhib, HTT ATP protect, TR SRC2 fluor cs, Tau fluor cs, L3MBTL1 block, Tau fibril FP, TRb SRC2 PPI, RECQ1 inh
- COc1ccccc1NC(=O)Nc1ccnn1C1CCCCC1
  -13%, -9%[0.074 µM], 0%, -12%, 2%, -4%, 9%, -8%
- COc1ccc(-c2csc(NC(=S)NC(=O)c3ccccc3)n2)cc1Br
  ·, -22%[10 µM], 4%, -7%, ·, -19%, 0%, 0%
- COc1ccc(NC(=O)CCCN2C(=O)CCn3nc(-c4cn(C)c5ccccc45)cc32)cc1
  ?, ·, -7%, -28%, ·, 4%, 1%, ·
- COc1ccc(CNC(=O)CCn2nc(C)c3c(C)n(-c4ccccc4)nc3c2=O)cc1OC
  ?, ·, -1%, 13%, ·, 7%, -15%, ·
- Cc1nonc1NC(=O)CSc1nc(CCC2CCCC2)nc2ccccc12
  ?, -13%[10 µM], -1%, -30%, ·, ?, -1%, i
- COc1nn(CC(=O)N2N=C(C)CC2(O)C(F)(F)F)cc1[N+](=O)[O-] (configuration not stated)
  3%, 1%[10 µM], -2%, 0%, 21%[11.4 µM], 8%, 10%, -1%
- Cn1cccc1CC(=O)N/N=C/c1cc([N+](=O)[O-])ccc1Cl
  ?, -9%[10 µM], -6%, -20%, ?, 8%, 2%, -10%
- Cc1nc2c(-c3ccc(F)cc3)c(C)nn2c(C)c1CCC(=O)Nc1ccccc1F
  -3%, -8%[10 µM], -1%, -9%, ·, -7%, 2%, i
- COCCN(C(=O)CSc1nnc(-c2cccc(OC)c2)n1C)c1c(N)n(Cc2ccccc2)c(=O)[nH]c1=O
  12%, -30%, 1%, 16%, -16%, 9%, 3%, -8%
- CCOC(=O)N1CCN(C(=O)/C=C/c2ccc3c(c2)OCO3)CC1
  -7%, -8%[10 µM], -1%, 9%, 1%, 2%, 10%, -7%
- C=CCOc1ccc(/C=N/NC(C)=O)cc1OCC
  5%, -22%[10 µM], -2%, 15%, 17%, 4%, 1%, i
- Cc1ccc(NC(=O)c2ccc(NC(=O)N3CCSc4ncccc43)cc2)c(Cl)c1
  -2%, ·, -2%, -21%, ·, -6%, -2%, ·
- COc1ccccc1C(=O)n1nc(-c2ccccc2)nc1NCc1ccco1
  -10%, -5%[0.074 µM], -1%, -26%, -15%, -7%, -3%, -4%

# These rows are one share of the data; the hit share may differ from the screen's.
